Compound activity from PubChem.
15-hLO-2 inh: qHTS Assay for Inhibitors of 15-hLO-2 (15-human lipoxygenase 2); purified 15hLO-2, xylenol orange hydroperoxide absorbance; 110,000 compounds, 0.56% hits; Potency, µM (top dose mostly 57.1 µM), without a hit: top-dose activity change, negative = inhibition, actives largely listed as inhibitors; note: potency is the fitted concentration of half-maximal effect; nearly all actives have a fitted effect of over 60% in size; many of its hits are not listed in these tables
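Purified human 15hLO-2 (50 nM final) preincubated with compounds 15 min at room temperature in 25 mM Hepes pH 7.5, 0.01% Triton X-100, then 45 uM arachidonic acid added for 90 min; hydroperoxide detected via ferrous/xylenol orange, 573/405 nm absorbance ratio.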
IMPase cell inh: qHTS Assay for Identifying the Cell-Membrane Permeable IMPase Inhibitors. CHO-M1 cells, IP1 accumulation, HTRF TR-FRET ratio. inhibition (IP1 accumulation), % at 46.1 µM. 120,000 tested, under 10 active; active = well fitted curve in the direction sought with a large enough effect in the signal ratio, not every such curve was filed as active; inconclusive = small, poorly fitted or top-dose-only effect, or a change in a side signal; inactive = no such curve, though single readings can be large or run the other way; the % refers to the signal ratio;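 note: cells stimulated with carbachol in lithium chloride buffer; plate controls were DMSO basal wells for no effect and reference inhibitor wells for full effect; higher means more IMPase inhibition seen as more IP1 and lower FRET ratio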
Target sequence (P97697 whole entry, looked up): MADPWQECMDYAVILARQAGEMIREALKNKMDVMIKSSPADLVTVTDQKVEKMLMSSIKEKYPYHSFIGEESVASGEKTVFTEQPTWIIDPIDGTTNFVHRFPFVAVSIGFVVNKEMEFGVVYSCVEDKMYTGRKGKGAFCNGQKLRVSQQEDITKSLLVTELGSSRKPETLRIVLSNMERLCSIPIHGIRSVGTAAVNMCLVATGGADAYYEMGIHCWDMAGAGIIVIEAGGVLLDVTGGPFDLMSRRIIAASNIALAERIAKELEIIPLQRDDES
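Carbachol-driven Gq signalling in CHO-M1 cells (2000/well) generates IP1. Compounds that block IMPase raise IP1 and so reduce the FRET signal from Eu-anti-IP1 and d2-IP1 after a 10 min room-temperature lysis.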
PNC inhibitor: High Content Assay for Compounds that inhibit the Assembly of the Perinucleolar Compartment; PC3M PTB-GFP, PNC prevalence imaging, 16 h; hits give low values; activity change (PNC), negative = inhibition, % at 10 µM; 140,000 compounds, 3.1% hits;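 active = readout at or below -70, meaning at least 70% loss of cells showing the perinucleolar compartment, a nuclear body marking cancer cells; inconclusive = readout between -30 and a set limit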;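 note: plate controls were DMSO wells for no effect and camptothecin positive control wells for full effect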
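Compounds are pinned in duplicate onto adhered PC3M cells stably expressing GFP-tagged PTB and incubated 16 h at 37 C. Cells are then fixed, nuclei stained with Hoechst, and PNC-positive cells counted.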
12-hLO inh: qHTS Assay for Inhibitors of 12-hLO (12-human lipoxygenase) | Polyunsaturated fatty acid lipoxygenase ALOX12 (Homo sapiens), P18054 | purified 12-hLO, xylenol orange hydroperoxide absorbance | Potency, µM (highest dose often 57.1 µM), for the others: at the highest dose activity change, negative = inhibition, actives largely listed as inhibitors | 150,000 compounds, 0.12% hits; note: potency is the fitted concentration of half-maximal effect; nearly all actives have a fitted effect of over 55% in size; many of its hits are not listed in these tables
Target sequence (P18054 whole entry, looked up): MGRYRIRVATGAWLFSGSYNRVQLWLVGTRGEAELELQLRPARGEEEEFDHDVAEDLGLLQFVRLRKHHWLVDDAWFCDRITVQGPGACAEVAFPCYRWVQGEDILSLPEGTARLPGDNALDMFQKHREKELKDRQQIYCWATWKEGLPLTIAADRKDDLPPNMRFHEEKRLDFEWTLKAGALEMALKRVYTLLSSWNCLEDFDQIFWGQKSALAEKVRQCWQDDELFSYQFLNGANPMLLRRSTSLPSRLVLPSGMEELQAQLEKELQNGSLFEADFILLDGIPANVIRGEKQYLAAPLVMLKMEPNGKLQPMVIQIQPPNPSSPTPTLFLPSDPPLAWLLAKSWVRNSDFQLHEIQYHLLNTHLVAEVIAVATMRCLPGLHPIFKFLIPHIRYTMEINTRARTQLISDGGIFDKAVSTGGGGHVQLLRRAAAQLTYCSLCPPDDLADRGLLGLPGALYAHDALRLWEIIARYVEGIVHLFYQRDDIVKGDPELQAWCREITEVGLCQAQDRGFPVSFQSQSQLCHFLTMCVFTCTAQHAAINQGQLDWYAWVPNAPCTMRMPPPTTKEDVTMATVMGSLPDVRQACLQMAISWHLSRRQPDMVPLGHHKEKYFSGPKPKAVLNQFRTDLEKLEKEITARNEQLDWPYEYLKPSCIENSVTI
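150 nM 12hLO, 25 mM Hepes pH 7.0 + 0.01% Triton X-100; cpd preinc 15 min RT; 40 uM arachidonic acid, 30 min RT; Fe-XO 30 min; A573/A405 ratio as read-out.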
* marks the source's active call; other numbers are inactive results; ? = inconclusive; · = no result given; [ ] = dose if it differs, or a comment. Unless noted, calls come from the whole dose curve; as a rule, active = well fitted curve in the direction sought with a large enough effect; inconclusive = small, poorly fitted or top-dose-only effect, or another doubt; inactive = no such curve, though single readings can be large; an effect the other way counts as inactive or inconclusive. Unless noted, % is set by controls: 0 for no effect and ±100 for the full control effect. Not all compounds are listed; the hit share may differ from the screen's.

SMILES | 15-hLO-2 inh | IMPase cell inh | PNC inhibitor | 12-hLO inh
Cc1cccc(-c2cc3c(nn2)-c2ccccc2C3=O)c1 | -10% | 20 | 12 | 2%
Cc1ccc(C(=O)NC(NC(=O)c2ccc(C)cc2)c2cccc([N+](=O)[O-])c2)cc1 | · | 0 | 37 | -1%
O=C(CSC1=NS(=O)(=O)c2ccccc21)Nc1ccccc1 | 13µM* | 0 | 0 | 3%
Cc1ccc(C2c3c(-c4ccccc4O)n[nH]c3C(=O)N2Cc2ccncc2)cc1 (stereo not given) | 18% | 4 | 26 | -1%
CCn1c(SCC(=O)NCc2ccco2)nc2cccnc21 | 4% | -5 | 6 | 4%
COc1ccc2cc1Oc1ccc(cc1)C[C@@H]1c3c(cc(OC)c4c3Oc3cc5c(cc3O4)CCN[C@H]5C2)CCN1C | 19%[11.4 µM] | · | · | -2%[11.4 µM]
COC(=O)c1ccc(N=NN2CCOCC2)cc1 | · | -6 | -17 | -3%
CN(C)c1nc(OCCOC(=O)c2ccccc2)nc(N(C)C)n1 | -5% | -10 | 6 | -8%
CC(C)n1cc(C(=O)c2cc(Br)ccc2O)cc(C#N)c1=O | -2% | 4 | 26 | 0%
CC(Nc1ncnc2nc[nH]c12)c1ccccc1 (stereo not given) | · | 13 | -5 | 0%
CCOC(=O)c1sc(N)nc1C(C)(C)C | -22% | 4 | 29 | -4%
O=c1[nH]c2c(s1)C(c1ccccc1)C1C3CCC(C3)C1S2 (stereo not given) | ? | 12 | ? | -15%
CCN(CCCNC(=O)C1CCC(=O)N1Cc1ccc(C)cc1)c1cccc(C)c1 (stereo not given) | -6% | 4 | 51 | -1%
Cc1nc(NCCc2ccccc2)c2oc3ccccc3c2n1 | 18% | 15 | -4 | 1%
O=C(CCN1C(=O)/C(=C/c2ccc(F)cc2)SC1=S)NNC(=O)c1cccnc1 | · | · | ? | -2%
O=C(c1cccc(F)c1)N1CCc2ccccc2C1 | -4% | -7 | -1 | 4%
C=CCNC(=O)c1cnc2n(c1=O)CCS2 | · | -2 | 28 | -3%
CCOC(=O)CSc1nc2sc3c(c2c(=O)n1C1CCCCC1)CCN(C)C3 | · | 3 | -6 | 3%
Cc1cc(=O)oc2cc(OCC(=O)NCc3ccco3)ccc12 | · | -6 | -100* | 5%
CCOc1ccc(CNC(=O)c2cc3oc4ccccc4c3n2C)cc1 | -3% | -2 | ? | 11%
COc1cc(OC)c(-c2cc(C(=O)O)ccc2OC)c(OC)c1 | · | · | 1 | -2%
CC1CCC/C(=N\Nc2ccc(Cl)c(C(=O)O)c2)C1 (stereo not given) | · | · | 2 | -7%
O=C(CN1C(=O)c2cccc3cccc1c23)N1CCN(Cc2ccc3c(c2)OCO3)CC1 | · | 7 | -11 | -12%
O=C(NN1c2ccccc2CCc2ccccc21)c1ccccc1Br | -10% | 10 | ? | -8%
CCOC(=O)N1CCC(N2C(=O)c3ccccc3C2Nc2ccc3c(c2)OCCO3)CC1 (stereo not given) | -20% | 11 | -15 | -13%
COc1ccc(Cc2nc3ccc(S(=O)(=O)N4CCOCC4)cc3[nH]2)cc1OC | 6% | ? | 12 | -1%
O=C(CSc1nccc(-c2ccc(Br)cc2)n1)NCCc1ccccc1 | 5%[11.4 µM] | 1[1.84 µM] | ? | 2%
CCOC(=O)Nc1ccc(S(=O)(=O)Nc2cc(C)nc(C)n2)cc1 | 0% | 0 | 13 | 10%
COC(=O)c1ccccc1NC(=O)CN(C)S(=O)(=O)c1ccc(OC)cc1 | -9% | -2 | -15 | -8%
O=C(Nn1c(SCc2ccc(F)cc2)nc2ccsc2c1=O)c1ccccc1 | · | 1 | 8 | -17%
CCCC(=O)Nc1cccc2c1CCCC2 | 16% | 1 | 19 | -1%
COCCNC(=O)/C=C/c1c(Cl)cccc1Cl | · | · | ? | -4%
CCOC(=O)c1sc(NC(=O)c2ccc(S(=O)(=O)N3CCOCC3)cc2)nc1-c1ccccc1 | · | 8 | ? | 0%
CCCCN(C(=O)NC(=O)Nc1cccc(C)c1C)S(C)(=O)=O | -6% | 8 | -3 | -1%
Cc1ccc(-c2ccc(=O)n(CC(=O)NCCCN3CCCCC3)n2)cc1 | 25% | -4 | 25 | 1%
COC(=O)C/C=C/[C@@H](C)[C@@H](/C=N/O[C@@H](C)c1cn([C@H](CO)Cc2ccccc2)nn1)NS(=O)(=O)c1ccc(C)cc1 | · | · | -20 | -4%
O=[N+]([O-])c1ccc(-c2cnc(SC(c3ccccc3)c3ccccc3)[nH]2)cc1 | · | 11 | ? | -1%
O=C(NCc1cccc(C(F)(F)F)c1)c1cccc(Cl)c1Cl | · | · | -18 | -2%
Cc1onc(-c2ccccc2Cl)c1C(=O)N1CCCCC1C(=O)O (stereo not given) | 7% | 5 | 20 | 1%
Cc1ccc2c(C(=O)CN3CCSCC3)c(C)[nH]c2c1 | 0% | 3 | ? | -12%
Cc1nn(C)cc1/C=N/NC(=S)Nc1ccc(Cl)cc1Cl | · | · | ? | -14%
CCN(CC)c1ccc([N+](=O)[O-])cc1/C=N/NC(=O)CC#N | · | · | 16 | 0%
CC(C)CCNC(=O)CO/N=C/c1ccccc1OC(F)F | · | -4 | 93 | 3%
CCN1CCN(C(=O)c2cc3sccc3n2CC(=O)c2ccccc2)CC1 | 13% | 5 | 16 | 2%
Cc1csc(=Nc2cccnc2)n1CC1CCCCC1 | · | · | 1 | -5%

Looked up one by one from above, 2 records:
SMILES | 15-hLO-2 inh | IMPase cell inh | PNC inhibitor | 12-hLO inh
O=[N+]([O-])c1ccc(-c2cnc(SC(c3ccccc3)c3ccccc3)[nH]2)cc1 | · | 11 | ? | -1%
CCOC(=O)Nc1ccc(S(=O)(=O)Nc2cc(C)nc(C)n2)cc1 | 0% | 0 | 13 | 10%

Six of the compounds above, with two lines to a compound.
Second line of a record: 15-hLO-2 inh | IMPase cell inh | PNC inhibitor | 12-hLO inh
- CCCC(=O)Nc1cccc2c1CCCC2
 : 16% | 1 | 19 | -1%
- COCCNC(=O)/C=C/c1c(Cl)cccc1Cl
 : · | · | ? | -4%
- CCOC(=O)c1sc(NC(=O)c2ccc(S(=O)(=O)N3CCOCC3)cc2)nc1-c1ccccc1
 : · | 8 | ? | 0%
- CCCCN(C(=O)NC(=O)Nc1cccc(C)c1C)S(C)(=O)=O
 : -6% | 8 | -3 | -1%
- Cc1ccc(-c2ccc(=O)n(CC(=O)NCCCN3CCCCC3)n2)cc1
 : 25% | -4 | 25 | 1%
- COC(=O)C/C=C/[C@@H](C)[C@@H](/C=N/O[C@@H](C)c1cn([C@H](CO)Cc2ccccc2)nn1)NS(=O)(=O)c1ccc(C)cc1
 : · | · | -20 | -4%

Next part:
SMILES | 15-hLO-2 inh | IMPase cell inh | PNC inhibitor | 12-hLO inh
O=C(OCC(=O)N1CCN(c2ccccc2)CC1)c1cccc(Cl)c1 | · | -6 | ? | 0%
CSc1ccccc1N1CCN(C(=O)Nc2ccc3c(c2)NC(=O)CO3)CC1 | 2% | 7 | 38 | -3%
COC(=O)C1(C)C=CC2(CCCCC2)N1C(C)=O (stereo not given) | 12% | · | · | 3%
COc1ccc(C2CC(=O)Oc3ccc(O)cc32)cc1 (stereo not given) | -13%[0.0915 µM] | · | · | -3%[0.00818 µM]
Cn1cc(S(=O)(=O)N2CCN(Cc3ccccc3)CC2)c(=O)n(C)c1=O | -5% | -2 | ? | -2%
COc1cc(/C=N/NC(=O)COc2cc(C)cc(C)c2)ccc1OS(=O)(=O)c1ccc(C)cc1 | · | -10 | ? | 1%
O=C1NCCCC1C(=O)NCCN1C(=O)CCC1=O (stereo not given) | 1% | 0 | 19 | -3%
CCOc1ccccc1C(=O)N[C@H](C(=O)OCc1cc([N+](=O)[O-])cc2c1OCOC2)C(C)C | · | -2 | ? | 1%
CCN(CC)S(=O)(=O)c1ccc(N2CCOCC2)c(NC(=O)C(=O)c2c(-c3ccccc3)cc3ccccn23)c1 | -26% | -2 | -22 | 0%
Cc1ccc(/C=N/N2CCN(Cc3cccc4ccccc34)CC2)o1 | 9% | 7 | -7 | -12%
Clc1ccc(-c2cc3ccccc3[nH]2)cc1 | -8% | 4 | ? | -11%
CCOC(=O)c1nn(-c2ccc(C)cc2)cc1C(=O)c1ccccc1 | 11% | 7 | -29 | -9%
COC(=O)CCCC[C@@H]1SC[C@@H]2NC(=O)N[C@@H]21 | -1% | 1 | · | -3%
O=[N+]([O-])c1ccc(NCCCO)c(C(F)(F)F)c1 | · | · | 59 | -2%
Cc1cc(NC(=O)CCC(=O)N(CC(=O)NC2CCCC2)c2ccccc2)no1 | · | 4 | 37 | 7%
O=c1c(-c2ccc(Cl)cc2)coc2c(CN3CCOCC3)c(O)ccc12 | 5% | 2 | 10 | -4%
c1nc(N2CCCC2)c2[nH]cnc2n1 | · | -9 | -7 | 2%
CCNC(=O)C1(c2ccccc2)CCCC1 | 7% | 9 | -10 | -5%
CCOC(=O)CN1C(=O)NC2NC(=O)NC21 (stereo not given) | -2% | 2 | ? | 2%
CCOC(=O)N1C2C=C(C)[C@@H]2[C@@H]2CC(=O)N21 (stereo not given in full) | · | · | ? | 0%
Cc1ccc(S(=O)(=O)NCCSCc2ccccc2)cc1 | -8% | -5 | ? | -22%
O=C(CSc1nnc(-c2ccccc2)o1)N1CCN(c2ccccc2)CC1 | 5%[2.29 µM] | ? | -6 | 6%
CC(=O)Nc1cccc(OC(=O)COc2ccc(Br)cc2)c1 | · | · | 10 | -8%
COc1ccc(NS(=O)(=O)c2ccc(NC(=O)C3CCCO3)cc2)cc1 (stereo not given) | -3% | -5 | ? | -4%
Cc1ccc(S(=O)(=O)N2CCCC2C(=O)OCc2ccccc2)cc1 (stereo not given) | · | · | -24 | 1%
COC(=O)/C(=C/c1c[nH]c2ccccc12)NC(C)=O | · | · | -8 | 2%
CCCC1NC(=S)N(C2CCCCC2)C1=O (stereo not given) | · | · | -29 | -4%
COc1ccccc1Oc1ccc(S(=O)(=O)N2CCOCC2)cc1S(=O)(=O)N1CCOCC1 | · | 2 | -9 | 4%
C=CCN1C(=O)CSC1=Nc1cccc(O)c1 | -8% | -4 | -28 | -9%
S=c1[nH]nc(-c2ccccn2)n1/N=C/c1ccc(Br)s1 | · | 16 | 8 | ?
Cc1ccccc1C(=O)Nc1ccc(-c2nc3ccc(C(=O)c4ccccc4)cc3[nH]2)cc1 | 18% | 3 | -6 | 2%
O=C(NCc1cccnc1)/C(=C/c1ccco1)NC(=O)c1ccccc1 | -1% | -10 | 8 | -4%
Cc1nc2sc(C(c3ccc(C(C)C)cc3)N3CCN(CCO)CC3)c(O)n2n1 (stereo not given) | 27% | 11 | -2 | 3%
C=CCc1ccc(OCCCCN2CCC(C)CC2)c(OC)c1 | · | · | ? | -4%
C=CCOc1c(Cl)cc(CNc2ccc3[nH]c(=O)[nH]c3c2)cc1OC | · | · | -20 | -5%
COc1cccc(C2=CC(c3cccc(OC)c3OC(F)F)n3nnnc3N2)c1 (stereo not given) | -1% | 0 | 19 | 6%
CCOc1ccc(NC(=O)C[n+]2ccccc2)cc1 | · | · | 20 | -1%
Cc1cc([N+](=O)[O-])ccc1NC(=O)c1cncc(Br)c1 | · | · | 30 | -2%
Nn1c(SCC(=O)NC2CCCCC2)nnc1C1CC1 | 7% | 17 | ? | 2%
O=C1SC(c2ccccc2)=C/C1=C\N1CCCCC1 | ? | 3 | -10 | ?
COc1ccc(NC(=O)Nc2cc(NC(=O)Nc3ccc(OC)cc3)c(C)nc2C)cc1 | · | · | -17 | 1%
COc1ccc(OC)c(/C=N/NC(=O)Cc2nc3ccccc3[nH]2)c1 | · | · | 45 | -2%
O=C(CN1C(=O)NC2(CCCCCC2)C1=O)N1CCN(S(=O)(=O)c2ccc(Cl)cc2)CC1 | 0% | -3 | 10 | -10%
